# PfG6PD inh: PfG6PD (Plasmodium falciparum) enzyme inhibition; PfGluPho enzyme, NADPH resazurin-diaphorase fluorescence; inhibition, % at 20 µM; 350,000 tested, 0.78% active; AID 504690;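 active = inhibition reaching at least a set limit at 20 µM in the primary screen, cut at about 59% in these data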;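 note: 0% = DMSO wells with substrate and 100% = DMSO wells lacking glucose-6-phosphate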
# SENP8 block-1: blocks human SENP8 cleavage of Nedd8 substrate; recombinant SENP8, Nedd8 substrate fluorescence; inhibition, % at 20 µM; 360,000 tested, 0.64% active; AID 602440; in the data active = inhibition mostly above about 40%, no sharp cut-off; inactive = mostly below about 27%
# SENP8 block-2: inhibitors of human SENP8 protease; purified SENP8, Z-RLRGG-aminoluciferin cleavage, luminescence; inhibition, % at 10 µM; 330,000 tested, 1.2% active; AID 2540; in the data active = inhibition above about 50%
# Apaf1 inhib: blocks human Apaf-1 apoptosome activity. O14727. reconstituted apoptosome caspase-3 activity, DEVD-Rh110 fluorescence. inhibition, % at 20 µM. 330,000 tested, 0.71% active. AID 489030; active = inhibition of at least 40% at 20 µM;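 note: plate controls were DMSO wells for no effect and DEVD-CHO caspase inhibitor wells for full effect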
#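 detection = Rh110 fluorescence intensity | test system = biochemical Apaf-1 apoptosome reconstitution | also added = cytochrome c and DEVD-Rh110 substrate | schedule = 30 min plus 50 min, RT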
# HKDC1 inh: HKDC1 (human) hexokinase inhibition; Q2TB90; recombinant HKDC1, G6PDH/diaphorase resazurin coupled fluorescence; inhibition, % at 20 µM; 340,000 tested, 0.16% active;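 active = inhibition above about 35% when tested at 20 µM, limit read from the data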;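 note: plate controls were DMSO wells with enzyme for no effect and DMSO wells lacking enzyme for full effect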
#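 Material – in-house recombinant HK5 (HKDC1) enzyme · Quantity – HKDC1 at 5 µg/mL · Buffer or medium – pH 8.0 Tris buffer with 10 mM MgCl2 · Reagent – glucose with 1 mM ATP · Dosing – single 20 µM dose · Times – reaction time 90 min, room temperature, protected from light · Technique – resorufin fluorescence at 613 nm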
# NLRP3 yeast inh: inhibitors of NALP3 inflammasome in yeast; 330,000 tested, 0.39% active; AID 2825; inhibition, % at 10 µM; Yeast reconstituted NLRP3/ASC/caspase-1, beta-gal luminescence, 24 h;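 active = inhibition of 50% or more; inactive = inhibition below 50%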;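 note: plate controls were induced DMSO wells for no effect and uninduced yeast grown without galactose for full effect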
# SENP7 block: SENP7 protease inhibition; recombinant SENP7, Z-RLRGG-aminoluciferin luminescence, 40 min; Q9BQF6; 330,000 tested, 1.5% active; inhibition, % at 5 µM;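 active = inhibition above about 50% at the single test dose, limit read from the data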;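 note: plate controls were DMSO with enzyme for no effect and no enzyme buffer wells for full effect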
# Target sequence (Q9BQF6 706-1050 limits assumed): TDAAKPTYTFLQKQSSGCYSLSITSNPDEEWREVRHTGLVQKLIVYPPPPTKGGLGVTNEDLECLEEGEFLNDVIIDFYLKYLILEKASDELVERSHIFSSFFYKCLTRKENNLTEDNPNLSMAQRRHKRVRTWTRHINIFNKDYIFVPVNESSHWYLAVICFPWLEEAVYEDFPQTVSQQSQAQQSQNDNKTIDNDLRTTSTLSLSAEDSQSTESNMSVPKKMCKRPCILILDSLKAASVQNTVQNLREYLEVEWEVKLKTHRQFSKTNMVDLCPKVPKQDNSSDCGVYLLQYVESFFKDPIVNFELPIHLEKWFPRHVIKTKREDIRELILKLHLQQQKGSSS
# SENP6 block: SENP6 protease inhibition. Recombinant SENP6 catalytic domain, aminoluciferin luminescence. inhibition, % at 10 µM. 330,000 tested, 1.8% active;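 active = inhibition above about 50% at the single tested dose, limit read from the data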;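 note: plate controls were DMSO wells with enzyme for no effect and DMSO wells lacking enzyme for full effect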
# Target sequence (Q9GZR1 628-1112 limits assumed): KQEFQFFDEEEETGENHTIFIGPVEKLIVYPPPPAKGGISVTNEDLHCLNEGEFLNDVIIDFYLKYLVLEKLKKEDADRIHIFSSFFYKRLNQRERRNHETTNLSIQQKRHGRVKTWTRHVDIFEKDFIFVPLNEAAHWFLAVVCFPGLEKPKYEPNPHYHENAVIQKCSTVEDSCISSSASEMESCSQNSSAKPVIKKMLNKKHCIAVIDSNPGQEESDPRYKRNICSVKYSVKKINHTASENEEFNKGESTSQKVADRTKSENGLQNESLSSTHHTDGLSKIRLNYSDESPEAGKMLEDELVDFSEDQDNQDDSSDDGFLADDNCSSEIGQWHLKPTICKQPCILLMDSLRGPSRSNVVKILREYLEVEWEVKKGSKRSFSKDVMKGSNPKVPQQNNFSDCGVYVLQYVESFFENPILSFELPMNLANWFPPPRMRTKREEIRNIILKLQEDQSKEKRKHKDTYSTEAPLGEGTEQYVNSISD
# SENP1 FRET inh: inhibitors of human SENP1 SUMO protease catalytic domain; Q9P0U3; recombinant SENP1 catalytic domain, CyPet-SUMO1-YPet FRET cleavage; inhibition, % at 10 µM; 360,000 tested, 0.21% active; AID 624204;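 active = inhibition at least 30% at 10 µM, raw YFP signal under a set limit, fluorescence ratio 0.5 to 1.5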;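 note: 0% = enzyme with DMSO and 100% = no enzyme wells; some results filed as inactive read as strong as hits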
# Target sequence (Q9P0U3 419-644 limits assumed): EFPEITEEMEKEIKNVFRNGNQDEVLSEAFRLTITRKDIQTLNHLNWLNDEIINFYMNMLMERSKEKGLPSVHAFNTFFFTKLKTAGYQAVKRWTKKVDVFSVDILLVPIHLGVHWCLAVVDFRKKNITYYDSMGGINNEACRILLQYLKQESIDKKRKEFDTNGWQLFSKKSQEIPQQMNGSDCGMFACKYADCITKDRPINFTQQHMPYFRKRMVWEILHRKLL
#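 Material: hSENP1 catalytic domain, recombinant; medium: Tris pH 8 with BME, BSA, NP40 and catalase; compound: single concentration of 10 µM compound, 0.5% DMSO final; technique: FRET read of cyan and yellow fluorescence; timing: 50 min enzyme reaction, room temperature, light-protected; reagent: SFCypet-SUMO1-SFYpet substrate at 25 nM; control set: no-enzyme low, enzyme-DMSO high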
# * hit, by the source's call; nt = no result given. No enrichment for hits; overall some 4.1% were active at least once.
# Start of the listing, in advance, three compounds:
SMILES,PfG6PD inh,SENP8 block-1,SENP8 block-2,Apaf1 inhib,HKDC1 inh,NLRP3 yeast inh,SENP7 block,SENP6 block,SENP1 FRET inh
Cc1cc(NC(=O)c2cc(-c3ccccc3C)nc3ccccc23)no1,3,8,-3,13,-6,16,0,-15,0
COc1ccc(S(=O)(=O)Cc2ccc(C(=O)N3CCN(c4ccccc4F)CC3)o2)cc1,14,-2,-3,8,-4,7,11,-8,4
CCCCn1c(N)c(N(CC)C(=O)Cc2ccc(S(=O)(=O)N3CCOCC3)s2)c(=O)[nH]c1=O,-17,5,-6,1,1,8,-6,-3,12

# The whole of this part, repeating the preview:
SMILES,PfG6PD inh,SENP8 block-1,SENP8 block-2,Apaf1 inhib,HKDC1 inh,NLRP3 yeast inh,SENP7 block,SENP6 block,SENP1 FRET inh
Cc1cc(NC(=O)c2cc(-c3ccccc3C)nc3ccccc23)no1,3,8,-3,13,-6,16,0,-15,0
COc1ccc(S(=O)(=O)Cc2ccc(C(=O)N3CCN(c4ccccc4F)CC3)o2)cc1,14,-2,-3,8,-4,7,11,-8,4
CCCCn1c(N)c(N(CC)C(=O)Cc2ccc(S(=O)(=O)N3CCOCC3)s2)c(=O)[nH]c1=O,-17,5,-6,1,1,8,-6,-3,12
O=C(Nc1ccc2c(c1)OCO2)c1cnc2n(c1=O)CCS2,6,13,-5,4,2,5,-9,4,2
O=C(O)c1ccc(CSc2nnnn2-c2ccc(F)cc2)cc1,-13,8,6,6,2,-5,4,5,2
CCC(C)n1c(SC(C)C#N)nc2ccccc2c1=O (stereo not given),-10,-1,7,-7,-17,-30,-2,3,-1
Cc1c(C(=O)C(=O)NCc2ccco2)c2ccccc2n1C,3,14,0,9,-3,11,-8,-25,-1
CC1Sc2ccc(C(=O)NCc3ccccc3Cl)cc2NC1=O (stereo not given),-8,15,0,-1,-1,-22,-3,-19,-1
COCCN(CC(=O)Nc1ccccc1C(F)(F)F)C(=O)/C=C/c1ccc2ccccc2n1,3,-8,-6,13,-5,3,-3,2,-7
CCc1ccc([C@@H]2C[C@H]3CN(Cc4ccccc4OC)C(=O)[C@]34CCCN24)cc1,7,14,3,1,3,4,4,-2,2
COc1ccc(/C=N/NC(=O)c2nc(Cl)c(Cl)c(N)c2Cl)cc1COc1ccccc1F,-10,-182,-12,9,-3,10,6,-13,-1
COc1ccc(CN2CCOCC2)cc1,-28,20,0,-1,-7,12,6,4,2
CCOc1ccc(-n2nc3c(=S)[nH]nc(C)c3c2C)cc1,13,4,-3,5,-9,3,10,4,-1
CC1CCC(C(C)C)C(OCC(O)C[N+]2(C)CCCCC2)C1 (stereo not given),-9,-2,-6,0,-7,7,0,-49,0
Cc1cccc(N2CCN(C(=O)C3CCC(=O)N(Cc4ccccc4F)C3)CC2)c1C (stereo not given),8,7,7,25,-5,9,3,2,1
O=C(C1CCN(S(=O)(=O)c2ccc(Cl)c(C(F)(F)F)c2)CC1)N1CCC1,3,2,8,-14,0,24,6,-4,0
Cc1cccc(NC2=C(NCCO)C(=O)c3ccccc3C2=O)c1,12,17,7,56*,20,7,-1,15,-18
COc1ccccc1NC(=O)NCC1CC1(Cl)Cl (stereo not given),8,16,-5,8,-5,-12,-8,-25,2
CC(=O)c1ccc(N=Nc2c(C)[nH][nH]c2=O)cc1,1,56*,41,-7,-2,13,79*,55*,4
Cc1ccccc1-c1nnc(SCCOc2ccc3c(C)cc(=O)oc3c2)o1,-3,-168,-2,26,6,32,-9,-31,2
Cn1c(N)c(C(=O)c2ccc(Oc3ccccc3)cc2)c(=O)n(C)c1=O,-24,2,2,6,12,10,-1,8,-2
COc1ccc(-c2ccc(-c3nnn(CC(=O)N4CCOCC4)n3)cc2)cc1,-18,-18,-18,-7,-9,10,22,-11,1
CCNC(=S)N(CCN(CC)CC)Cc1cc2cc3c(cc2[nH]c1=O)OCCO3,30,-410,-2,19,34,19,-10,4,-23
CC(NC(=O)CCn1ccc2cc(S(=O)(=O)N3CCCC3)ccc21)c1ccccc1 (stereo not given),16,1,-1,6,-5,17,1,1,3
CCOC(=O)N1CCN(C(=O)COC(=O)CNC(=O)c2ccc(OCC)c(OCC)c2)CC1,-2,3,6,-2,-6,8,3,-11,2
CCOC(=O)c1nn(-c2ccccc2C)c(=O)cc1OCC(=O)N1CCN(c2ccccc2)CC1,0,10,-4,-1,-3,15,-3,1,3
COc1ccc2c(c1)[C@H]1[C@H](CO2)[C@H](c2ccccc2)[C@]2(C)C(=O)Nc3ccc(Cl)cc3C(=O)N12,2,-28,nt,nt,2,nt,nt,nt,-2
O=C(CNC(=O)c1ccc(Br)o1)Nc1cccc(S(=O)(=O)N2CCOCC2)c1,-2,-11,-2,4,-2,22,-5,-8,-9
CC(C)N(Cc1nc2ccccc2c(=O)[nH]1)C(=O)c1ccc(NC(=O)CSc2nnnn2C)cc1,2,-7,0,-2,-3,1,-3,3,0
COC(=O)N/N=C/c1cc(OC)c(O)c([N+](=O)[O-])c1,5,16,-3,1,19,-51,4,-10,2
Cc1nc2nc(C)c(NS(=O)(=O)c3ccc(C(C)(C)C)cc3)c(=O)n2[nH]1,-21,2,3,3,-4,18,0,-6,0
CC(C)NS(=O)(=O)c1ccc(NC(=O)C2CC3C=CC2C3)cc1 (stereo not given),0,19,6,-7,5,-1,6,6,1
O=C(O)Cn1cccc1C(=O)c1ccccc1,-9,25,0,-18,5,9,-7,1,1
CCc1cc(C(=O)NCC2CCCO2)sc1C (stereo not given),-7,5,-4,-5,-4,11,2,-3,2
COc1ccc(C(=O)NCCS(=O)(=O)NCc2ccccc2OC)cc1,12,2,-5,-5,-3,10,-5,-8,0
COc1ccccc1CNC(=O)c1c(N)n(CCCN2CCOCC2)c2nc3ccccc3nc12,32,-291,nt,nt,5,nt,nt,nt,-22
CCOC(=O)c1cnc(SC2CC(=O)N(c3ccc(C)cc3)C2=O)nc1N (stereo not given),-21,10,2,-8,6,8,-1,3,3
Cc1occc1-c1nnc(SCC(=O)N2CCN(c3ccccc3F)CC2)n1C,nt,nt,3,-9,nt,7,1,5,nt
O=C(CCCN1C(=O)c2ccccc2C1=O)OC1CSCC1NC(=O)c1ccccc1 (stereo not given),1,16,2,9,-5,11,8,-19,1
O=C(Cc1ccc(NC(=O)C2CCN(C(=O)CCc3ccccc3)CC2)cc1)Nc1ccc(C(=O)N2CCOCC2)cc1,14,2,nt,nt,-4,nt,nt,nt,-3
CCOC(=O)N1CCN(C(=O)CSc2ccccc2)CC1,0,11,0,-10,-5,7,2,-4,-7
Cc1c(NC(=O)Nc2cc(F)c(F)cc2Cl)c(=O)n(-c2ccccc2)n1C,-1,19,10,-14,-1,2,5,-19,4
COc1ccc(Cl)cc1NC(=O)CCCC(=O)c1ccccc1,34,22,5,3,-1,17,1,-1,0
Cc1ccsc1CN(C(=O)c1ccccc1)C1CCS(=O)(=O)C1 (stereo not given),-1,2,-6,-8,-3,14,8,2,2
CCOC(=O)N=S(N)(=O)c1ccccc1 (stereo not given),1,7,1,-8,-5,14,1,1,1
COc1ccc(N(CC(=O)Nc2ccc(C)cn2)S(=O)(=O)c2c(C)noc2C)cc1,-7,16,0,11,0,11,-5,-3,0
C#CC1(NC(=O)NC(C)(C)C)CCCCC1,-1,5,-6,-10,-14,2,-3,-17,2
COc1ccccc1S(=O)Cc1ccc(C(=O)NCc2ccccc2Cl)o1 (stereo not given),20,-6,-6,-6,-3,6,4,8,-3
Cc1cc2c3c(c1)C(C)CC(C)(C)N3C(=O)C2=C(C#N)C#N (stereo not given),15,8,1,0,15,14,4,-9,-2
COc1ccc(C)cc1Nc1n[n+](-c2ccccc2)c(-c2ccc(N(C)C)cc2)s1,23,-152,-17,38,31,18,17,-24,41*
COc1ccc(C(=O)N2CCCC2)cc1S(=O)(=O)N1CCC(C)CC1,-24,9,4,-5,-7,-7,5,-3,2
N#Cc1ccc(Cl)cc1NC(=O)COC(=O)c1cccc(S(=O)(=O)N2CCOCC2)c1,-9,-10,-17,-3,0,1,-16,-19,3
COC(=O)C1=C(C)NC(=S)NC1/C=C/c1ccccc1 (stereo not given),13,3,1,-8,-10,23,7,-13,-1
COc1ccccc1-n1c(C)cc(C=O)c1C,18,13,5,-3,-3,19,-1,9,0
O=C(Nc1ncc(Cc2cc(Cl)ccc2Cl)s1)c1ccc([N+](=O)[O-])cc1,-15,19,3,17,5,5,-1,-6,1
CC(=Nc1ccc(C)c(C)c1)C1=C(O)CSC1=O,4,-18,22,19,-5,18,9,54*,-23
CCCNC(=O)C(=O)Nc1ccc(N(C)C)cc1,6,4,-9,3,-1,12,-3,-13,2
Cc1cc(CNC(=O)c2cccc([N+](=O)[O-])c2)c2ccccc2n1,-7,24,-3,-8,0,-19,-6,3,1
COc1cccc(-c2c(C(=O)N/N=C/c3cccnc3)nnn2-c2nonc2N)c1,25,7,15,1,-3,8,-8,-2,-1
CCOC(=O)N1CCN(C(=O)CS(=O)Cc2nc(-c3ccc(C)cc3)oc2C)CC1 (stereo not given),13,-1,10,-3,3,-7,5,-13,-4

# Four compounds drawn at random from the list so far:
SMILES,PfG6PD inh,SENP8 block-1,SENP8 block-2,Apaf1 inhib,HKDC1 inh,NLRP3 yeast inh,SENP7 block,SENP6 block,SENP1 FRET inh
Cc1c(C(=O)C(=O)NCc2ccco2)c2ccccc2n1C,3,14,0,9,-3,11,-8,-25,-1
CCOC(=O)N1CCN(C(=O)CSc2ccccc2)CC1,0,11,0,-10,-5,7,2,-4,-7
CCCCn1c(N)c(N(CC)C(=O)Cc2ccc(S(=O)(=O)N3CCOCC3)s2)c(=O)[nH]c1=O,-17,5,-6,1,1,8,-6,-3,12
O=C(O)Cn1cccc1C(=O)c1ccccc1,-9,25,0,-18,5,9,-7,1,1

# (cont.)
SMILES,PfG6PD inh,SENP8 block-1,SENP8 block-2,Apaf1 inhib,HKDC1 inh,NLRP3 yeast inh,SENP7 block,SENP6 block,SENP1 FRET inh
Cc1ccc(Cn2nc(C)c(NC(=O)C3CC3)c2C)cc1,0,25,-9,4,-5,-1,-6,-24,2
Cc1nc2nc(SCc3ccccc3)[nH]n2c(=O)c1CCC(C)C,-20,6,-6,6,1,17,0,10,-2
O=[N+]([O-])c1ccc(N2CCOCC2)c([N+](=O)[O-])c1,-8,13,nt,nt,-7,nt,nt,nt,-1
CN(C)CCOC(=O)c1cccc(Br)c1,-11,11,-4,-5,-3,15,0,-8,3
CCOC(=O)C1CCCN(C(=S)Nc2cccc(Cl)c2C)C1 (stereo not given),-8,14,5,6,1,6,3,-13,4
CCCOc1ccc(N2CC(C(=O)NC(C)C)CC2=O)cc1 (stereo not given),6,25,5,7,-4,20,6,-3,2
O=C(Nc1cc2nn(-c3ccccc3)nc2cc1Cl)c1ccco1,-25,-480,-4,8,-2,2,8,11,-15
c1cncc(-c2cnc3ccccc3c2)c1,5,18,-15,-4,-2,32,6,-33,1
NC(=O)c1ccc(NC(=O)CSc2nc3ccccc3c(=O)n2CCCN2CCOCC2)cc1,-6,-5,-3,-7,0,13,7,-3,-4
NC1=NC(=O)C(CC(=O)c2ccc(Cl)cc2)S1 (stereo not given),1,6,-2,2,-10,4,9,1,0
CC(NCC(=O)Nc1ccccc1C(=O)NC1CC1)c1ccc(F)cc1F (stereo not given),-1,-2,-2,0,0,17,-3,-8,1
